# 12-LOX inh = blocks human arachidonate 12S-lipoxygenase; Potency, µM (top dose mostly 108 µM), for inactives: at the top dose activity change, negative = inhibition, most hits filed as inhibitors; hit rate 1.1% among 580,000; purified 12hLO, xylenol orange hydroperoxide absorbance; active = well fitted inhibition curve with a large enough effect; inconclusive = small, poorly fitted or top-dose-only effect, or another doubt; inactive = no such curve, though single readings can be large or run the other way
# Target sequence (P18054 whole entry, looked up): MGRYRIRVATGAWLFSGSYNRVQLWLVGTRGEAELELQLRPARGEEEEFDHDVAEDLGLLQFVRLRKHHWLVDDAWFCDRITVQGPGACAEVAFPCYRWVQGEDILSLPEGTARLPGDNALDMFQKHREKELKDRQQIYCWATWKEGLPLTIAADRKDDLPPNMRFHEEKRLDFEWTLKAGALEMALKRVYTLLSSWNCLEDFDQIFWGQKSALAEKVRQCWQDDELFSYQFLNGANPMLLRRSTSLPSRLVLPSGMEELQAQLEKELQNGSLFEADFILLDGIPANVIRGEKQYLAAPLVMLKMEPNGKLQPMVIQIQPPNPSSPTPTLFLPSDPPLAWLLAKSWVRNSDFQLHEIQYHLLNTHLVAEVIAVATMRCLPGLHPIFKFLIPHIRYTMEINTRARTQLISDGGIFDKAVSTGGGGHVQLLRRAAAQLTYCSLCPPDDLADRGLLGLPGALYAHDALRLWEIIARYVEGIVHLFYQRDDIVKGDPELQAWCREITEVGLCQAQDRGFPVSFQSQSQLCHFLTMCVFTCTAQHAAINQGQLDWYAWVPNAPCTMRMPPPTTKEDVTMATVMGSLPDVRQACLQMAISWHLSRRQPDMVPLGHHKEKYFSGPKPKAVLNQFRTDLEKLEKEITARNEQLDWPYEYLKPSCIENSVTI
#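 Hydroperoxide product was detected by ferrous iron/xylenol orange as the 573 to 405 nm absorbance ratio. Arachidonic acid at 40 uM (final) was turned over for 30 min at room temperature by 150 nM human 12hLO, pH 7.0 Hepes buffer, after 15 min compound preincubation.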
# An asterisk follows results filed as active; ? = inconclusive; [ ] = another dose, or the depositor's remark. % is scaled to controls: 0 for no effect and ±100 for the full control effect; potency is read from the fitted curve at half-maximal effect.
SMILES,12-LOX inh
CCCOC(=O)c1cc2ccccc2[nH]1,19%
COc1cc(OC)cc(C(=O)N2CCCC3(C2)Nc2cccnc2NC3=NC2CCCC2)c1 (stereo not given),32%[activator]
O=C(CC1CCCN(c2cn[nH]c(=O)c2)C1)NCc1ccc(F)cc1F (stereo not given),47%[activator]
COC(=O)[C@@H](C)NC(=O)[C@H]1CN(C(=O)Nc2ccccc2)CCN1C(=O)NC(C)C,24%[176 µM]
O=C(Cn1ccn2nc(-c3ccccc3)cc2c1=O)N1CCN(c2ccccc2F)CC1,14%
Clc1cc(NCCC2CCCCC2)n2nccc2n1,34%[176 µM]
COCC(=O)N1CCC2(CC1)CN(C(c1ccccc1)c1ccccc1)C2,-7%[57.4 µM]
O=C(c1ccc2c(c1)OCO2)N1CCCC2(C1)NC(=O)N(Cc1ccc(Cl)cc1)C2=O (stereo not given),?
NC(=O)Nc1ccc(C(=O)Nc2cccc3cccnc23)cc1,-2%
CCCN(CC1CCOC1)C(=O)c1c(F)cccc1Cl (stereo not given),16%
COc1cccc(C(=O)Oc2ccc(C3(c4ccc(OC(=O)c5cccc(OC)c5)cc4)OC(=O)c4ccccc43)cc2)c1,29%
CS(=O)(=O)NC1CCCN(C(=O)c2ccc(Cl)cc2F)C1 (stereo not given),6%
COc1ccc(C)cc1CN1CCN(C(=O)Nc2ccc(F)cc2)CC1,-30%
S=C1NC2(CCCCC2)NN1c1ccc(Cl)cc1,?
COCCCNC(=O)c1cc(-c2ccncc2)nc2ccc(S(=O)(=O)N3CCOCC3)cc12,-7%
O=[S+]([O-])(c1cccs1)N1CCC2(CC(c3cccc(C(F)(F)F)c3)=NO2)C1 (stereo not given),2%[6.33 µM]
COC1C(=O)N(C2CCN(C(=O)c3ccccn3)CC2)C12CCOCC2 (stereo not given),11%
O=C1[C@H]2CN(Cc3ccc(F)cc3Cl)C[C@H]2C(=O)N1CCN1CCc2ccccc2C1,13%
O=C(C1CC1)N1CC[C@H](c2nc3ccccc3s2)C1,0%[176 µM]
CC(=O)NCc1ccc(-c2csc(Nc3ccc(F)cc3)n2)s1,?
Cc1ccc(Oc2ccccc2NC(=O)Cc2nn(C)c(=O)c3ccccc23)cc1,-8%
CC(=O)Nc1ccc(CN2CCCC(c3nc4ccc(F)cc4c(=O)[nH]3)C2)cc1 (stereo not given),?
O=C1NC2(Cc3ccccc31)CN(C(=O)C1CCCCC1)C2,-2%[6.33 µM]
COc1ccc(Cl)cc1NC(=O)c1cnc(Nc2ccccc2OC)c2ccccc12,-21%
Cc1ccc(Br)cc1S(=O)(=O)N(C)CCC#N,-9%
CCOC(=O)Cc1ccc(NC(=O)NCC(=O)N2CCc3ccccc32)cc1,-22%
O=C(c1c[nH]c2ncccc12)N1CCC(Cc2ccccc2)CC1,7%[176 µM]
O=C1CC[C@@H](CN(Cc2ccncc2)C(=O)c2ccc3nccn3c2)N1,1%
COc1ccc(CN2Cc3[nH]nc(-c4ccc(N5CCN(C)CC5)cc4)c3CC2=O)cc1,-7%[176 µM]
CC1CCN(CC2CCCN(C(=O)Nc3ccccc3F)CC2)CC1 (stereo not given),39%[activator]

# An excerpt from above in order of their number in 12-LOX inh, ascending.
SMILES,12-LOX inh
CCOC(=O)Cc1ccc(NC(=O)NCC(=O)N2CCc3ccccc32)cc1,-22%
O=C(Cn1ccn2nc(-c3ccccc3)cc2c1=O)N1CCN(c2ccccc2F)CC1,14%
CCCN(CC1CCOC1)C(=O)c1c(F)cccc1Cl (stereo not given),16%

# (further entries)
SMILES,12-LOX inh
CCCCn1nc(C(=O)NN2C(=O)NC3(CCCCC3)C2=O)c2ccccc2c1=O,-23%
CN1CCN([C@H]2[C@@H]3OC[C@@H](O3)[C@@H](NC(=O)Nc3cccc(C(F)(F)F)c3)[C@@H]2O)CC1,41%[activator][176 µM]
CN(C)Cc1ccccc1-c1cncnc1NCc1cccs1,-11%
CC(=O)Oc1c(-c2ccc(NC(=O)c3ccco3)cc2)c(-c2cccc(F)c2)nn1-c1ccc(C)cc1,7%
C=C(C)CN1CCN(c2nc3c(c(=O)[nH]c(=O)n3C)n2Cc2cccc(Cl)c2)CC1,-29%
COc1ccc(CN(C)Cc2nnc(-c3ccccc3)o2)cc1F,11%
COc1cccc(CC(=O)N2C[C@@H](Oc3cccnc3)C[C@H]2C(N)=O)c1,-6%
COc1ccc(C(=O)NCCc2nnc3n2CCN(CC2CC=CCC2)CC3)cc1 (stereo not given),26%
COc1ccccc1-c1[nH]c2ccccc2c1C(C)=O,0%
CC(C)NC(=O)Cn1nc2c(cc1=O)CCCC2,-4%
CC(C)(C)C1=CC(=Cc2cc(C(C)(C)C)c(O)c(C(C)(C)C)c2)C=C(C(C)(C)C)C1=O,?
O[C@H]1[C@H](NCc2ccccc2)[C@H]2CO[C@H](O2)[C@@H]1N1CCC(Cc2ccccc2)CC1,64%[activator][176 µM]
C/C(=N\Nc1ccccc1)c1cccc([N+](=O)[O-])c1,6.3µM*
CCC(CC)NC(=O)C1(CCO)CCN(c2ncccn2)C1 (stereo not given),35%[activator]
N#Cc1c(SCC(=O)N2CCCC2)nc(N2CCCCC2)c2c1CCCC2,?

# Entries listed so far shown as hits in 12-LOX inh.
SMILES,12-LOX inh
C/C(=N\Nc1ccccc1)c1cccc([N+](=O)[O-])c1,6.3µM*

# New compounds follow:
SMILES,12-LOX inh
COc1cc(Cl)ccc1C(=O)NC1CCN(c2cc(-c3cccs3)[nH]n2)C1 (stereo not given),55%[activator]
COc1ccc(CN2CCc3nc(C(C)C)nc(-c4ccc(O)cc4)c3C2)cc1,33%[activator]
CN1C[C@@H](NC(=O)NCc2ccccc2)C[C@H]1c1nc(-c2cccnc2)no1,55%[activator][176 µM]
O=C(COc1c(I)cc(Cl)c2cccnc12)NCC1CC1,?
Cc1nonc1CC(=O)N1CCCC(c2n[nH]c(=O)n2-c2ccccc2)C1 (stereo not given),49%[activator]
CC(C)c1ccc(Nc2n[nH]c(C(O)C3CC3)n2)cc1 (stereo not given),84%[activator][176 µM]
COc1ccc(C(=O)N2CCC(c3n[nH]c(=O)n3Cc3ccc(F)cc3)CC2)c(OC)n1,12%
O=C(NC1CC1)c1cc(-c2ccccc2Cl)nc2ccccc12,14%
O=C(NC1CCCCC1)N1CCCC(c2nnc3n2CCNC3)C1 (stereo not given),?
CC(=O)NC1(C)CCCN(Cc2cccc(Nc3ccccc3)c2)C1 (stereo not given),-21%[176 µM]
CCN(CC)C(=O)c1cccc(NC(=O)c2cnc3ccccc3n2)c1,?
CCCOc1ccc(-c2nc(C#N)c(NCc3ccccc3Cl)o2)cc1,50%[activator]
O=C(Cc1ccc(F)cc1)N(Cc1cccc2[nH]ccc12)C1CC1,1%
CCN(C(=O)CCC(=O)N1CCC(C)(c2noc(C)n2)CC1)c1ccccc1,33%[activator]
O=C1NCCCCCCN(C(=O)c2ccccn2)[C@H]2CCCC[C@@H]12,33%

# 5 records picked at random from the list so far:
SMILES,12-LOX inh
O=C(Cc1ccc(F)cc1)N(Cc1cccc2[nH]ccc12)C1CC1,1%
CC(C)c1ccc(Nc2n[nH]c(C(O)C3CC3)n2)cc1 (stereo not given),84%[activator][176 µM]
O=C(NC1CCCCC1)N1CCCC(c2nnc3n2CCNC3)C1 (stereo not given),?
COc1ccc(C(=O)N2CCC(c3n[nH]c(=O)n3Cc3ccc(F)cc3)CC2)c(OC)n1,12%
CCN(C(=O)CCC(=O)N1CCC(C)(c2noc(C)n2)CC1)c1ccccc1,33%[activator]

# Later entries:
SMILES,12-LOX inh
C[S+](=O)([O-])c1cccc(CN2CC(COc3ccccc3)C3(C2)CN(c2ccccc2)C3)c1 (stereo not given),0%
CC(c1cccc2ccccc12)N(C(=O)c1cccs1)C1CC1 (stereo not given),-4%
CCn1cncc1CNC(=O)c1cccc(CCC(C)(C)O)c1,54%[activator]
C[S+](=O)([O-])N1CC2(Cc3ccccc31)CN(C(=O)Cc1cccc(Cl)c1)C2,-7%
CC(C)CNC(=O)c1cc(-c2cccc(Cl)c2)on1,2%
CC1CCN(Cc2ccc(C(=O)N3CCCC4(CCNC4)C3)o2)CC1 (stereo not given),42%[activator]
COc1cccc(OCCCOc2ccccc2/C=N/NC(=O)c2cccc(Cl)c2)c1,13%
c1cc2c(cc1OC1CNC1)OCO2,-6%[12.5 µM]
O=C(Nc1ccc2ncnc(N3CCCCC3)c2c1)C1CCCCC1,53%[activator]
Cc1nn(C)c(C)c1-c1ccnc(NCC2COc3ccccc3O2)n1 (stereo not given),74%[activator]
CN1Cc2ccc(Nc3ccccc3)nc2C(C)(C(=O)NCCc2ccccn2)C1 (stereo not given),-22%[176 µM]
O=C1CCN(C(=O)C2CCN(C(=O)C3CC3)CC2)CCCCCCN1,19%
O=C(NC1CCCCC1)C1=Cc2cc(Br)ccc2OC1,?
CC(=O)NC(CCS(C)(=O)=O)C(=O)Nc1ccc(F)cc1 (stereo not given),10%
Cc1cccc(C(=O)N2CCCC(c3cc(N4CCOCC4)ncn3)C2)c1 (stereo not given),11%
CC(C)c1ccc(/C=N/NC(=O)c2ccccc2)cc1,12%
COc1ccc(NC(=O)Cn2ccn3nc(-c4ccccc4)c(CO)c3c2=O)cc1OC,22%
O=C(Nc1nc(-c2ccccc2Cl)cs1)C1CCN(C(=O)c2ccoc2)CC1,?
O=C(CCc1ccccc1)NC1(C(F)(F)F)C(=O)Nc2c1c(=O)[nH]c(=O)n2Cc1ccccc1 (stereo not given),-5%
Cc1ccc(-c2cc3nccc(-c4cc(C)ccc4O)n3n2)cc1,-7%
Cc1cc(C(=O)N2CCC3(CC2)CC(O)CCO3)c(C)o1 (stereo not given),50%[activator]
Cc1cc(=O)n(CC(=O)Nc2ccc(C)c(F)c2)c(N2CCOCC2)n1,21%
COCCCNC(=O)C1CC(=O)N(c2n[nH]c3ccccc23)C1 (stereo not given),50%
O=C(CCc1ccccc1)N1CCC2(CC1)CC(N(C(=O)c1ccccc1)C1CC1)CCO2 (stereo not given),18%
COc1ccc(-c2noc([C@@H]3CCCN3C(=O)c3ccncc3)n2)cc1OC,42%[activator]
CC1=C(c2ccc(C)c(C)c2)S(=O)(=O)N(Cc2ccc(C(=O)NC3CCCC3)cc2)C1=O,?
CC(C)c1ccc(C(=O)N2CC(C(=O)NCCc3ccncc3)C3(CCOCC3)C2)cc1 (stereo not given),12%
COc1ccc2[nH]cc(CCNC(=O)C3Cn4cccc4C(=O)N3C)c2c1 (stereo not given),43%[activator]
CC(C)c1ccc(CN(C(=O)Cc2c[nH]c3ccccc23)C2CC2)cc1,?
Cc1ccc(NC(=O)Nc2ccc(C)n(CC(=O)Nc3ccccc3)c2=O)cc1,0%

# Laid out differently: six of the compounds above
Molecule	12-LOX inh
CN1Cc2ccc(Nc3ccccc3)nc2C(C)(C(=O)NCCc2ccccn2)C1 (stereo not given)	-22%[176 µM]
NC(=O)Nc1ccc(C(=O)Nc2cccc3cccnc23)cc1	-2%
CCCCn1nc(C(=O)NN2C(=O)NC3(CCCCC3)C2=O)c2ccccc2c1=O	-23%
O=C1CCN(C(=O)C2CCN(C(=O)C3CC3)CC2)CCCCCCN1	19%
CC(C)(C)C1=CC(=Cc2cc(C(C)(C)C)c(O)c(C(C)(C)C)c2)C=C(C(C)(C)C)C1=O	?
Cc1ccc(-c2cc3nccc(-c4cc(C)ccc4O)n3n2)cc1	-7%

# (cont.)
SMILES,12-LOX inh
CCN(Cc1ccncc1)C(=O)[C@@H]1C[C@@H](O)CN1C1CCN(C(=O)c2cccc(OC)c2)CC1,54%[activator]
CC(C)N1C[C@H](C(=O)NCCC2=CCCCC2)[C@H](C(=O)O)C1,3%
CC[C@@H]1C=C(C)C[C@H](C)C[C@H](OC)[C@H]2O[C@@](O)(C(=O)C(=O)N3CCCC[C@@H]3C(=O)O[C@H](C(C)=C[C@@H]3CC[C@H](Cl)[C@H](OC)C3)[C@H](C)[C@@H](O)CC1=O)[C@H](C)C[C@H]2OC,?
CNC(=O)c1cccc(CNC(=O)C(C)(C)NC(=O)OC(C)(C)C)c1,0%
CC(C=CC1=C(C)CCCC1(C)C)=CC=CC(C)=CC(=O)Nc1ccc(O)cc1,?
CCc1noc(-c2ccn3c(CNC(=O)c4ccccc4F)nnc3c2)n1,60%[activator]
COC(=O)c1ccc(OCCOc2ccc(F)cc2)c(OC)c1,?
CC(C)c1nnc(NC(=O)c2cc(-c3ccncc3)nc3ccccc23)s1,-5%
CC(=O)c1c(C)[nH]c(C(=O)OC(C)C(=O)Nc2ccc(Cl)cn2)c1C (stereo not given),?
Cc1ccc(Sc2ccc(Cl)nn2)cc1,-21%
COCCN1C(=O)COCc2cc(-c3ccc4c(c3)OCO4)ccc21,18%
Cc1ccsc1C(=O)N1CCC(Oc2ncccc2C(=O)N2CCCCC2)C1 (stereo not given),19%
Cc1noc(C)c1S(=O)(=O)N1C[C@@H](Oc2cccnc2)C[C@H]1C(=O)N1CCOCC1,51%[activator]
Cc1ccc(CN2CCc3oc(C)c(C(=O)NCCCN4CCN(C)CC4)c3C2)cc1,-11%
CNC(=O)N1CCC(C2CCN(S(=O)(=O)c3cccc(C#N)c3)C2)CC1 (stereo not given),?
Cc1ccc(-c2cc(C(=O)OCC(=O)NC(=O)NC(C)C)c3ccccc3n2)o1,?
Cc1cccc(NC(=O)CSc2nc(C)c(C)o2)c1C,-54%
S=C(NCCc1ccccc1)Nc1ccccc1I,?
CC(C)CCN1C(=O)CC[C@]2(C(=O)NC3CCCC3)CCCC[C@@H]12,15%
O=C(CN1CCCc2nc(C3CC3)ncc2C1=O)NCC1CC1,-1%
NC(=O)NC(=O)COC(=O)c1cc(-c2ccco2)nc2ccccc12,14µM*
CN1C(=O)COC[C@@H]1[C@H](O)c1ccc(NC(=O)c2cccc(C#N)c2)cc1,82%[activator][176 µM]
CC1=C(O[Si](C)(C)C)CC2C(=O)OC(=O)C2C1c1ccccc1 (stereo not given),?
CN1C[C@H](O)C[C@H]1c1nnc2n1CCN(Cc1ccc(F)cc1F)C2,?
O=C(C1CCCCC1)N1CC[C@](O)(c2ccccc2)[C@H](N2CCCC2)C1,187%[activator]
O=C1NCCC[C@@H]1NC(=O)[C@@H]1CN(C(=O)C2CCNCC2)CCN1C(=O)c1ccccc1,9%

# High-throughput results deposited in PubChem BioAssay by National Center for Advancing Translational Sciences (NCATS).

# An excerpt; the hit share may differ from the screen's.
